# Compound activity from PubChem BioAssay.
# m5-HT2A agonist: mouse Htr2a agonists via beta-arrestin recruitment, primary screen, cell-based, luminescence; 5-hydroxytryptamine receptor 2A (Mus musculus), P35363; CHO-K1 mHTR2A beta-arrestin complementation; percent of 30 µM serotonin response; activation, % at 7.6 µM; 0.66% of 360,000 active; AID 624169, 2012;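 active means activation above a run cutoff, the mean activation of all tested compounds plus 3 SD, cut at about 14% in these data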;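 further: 0% = plate median of compound wells and 100% = 30 µM serotonin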
# Target sequence (P35363 whole entry, looked up): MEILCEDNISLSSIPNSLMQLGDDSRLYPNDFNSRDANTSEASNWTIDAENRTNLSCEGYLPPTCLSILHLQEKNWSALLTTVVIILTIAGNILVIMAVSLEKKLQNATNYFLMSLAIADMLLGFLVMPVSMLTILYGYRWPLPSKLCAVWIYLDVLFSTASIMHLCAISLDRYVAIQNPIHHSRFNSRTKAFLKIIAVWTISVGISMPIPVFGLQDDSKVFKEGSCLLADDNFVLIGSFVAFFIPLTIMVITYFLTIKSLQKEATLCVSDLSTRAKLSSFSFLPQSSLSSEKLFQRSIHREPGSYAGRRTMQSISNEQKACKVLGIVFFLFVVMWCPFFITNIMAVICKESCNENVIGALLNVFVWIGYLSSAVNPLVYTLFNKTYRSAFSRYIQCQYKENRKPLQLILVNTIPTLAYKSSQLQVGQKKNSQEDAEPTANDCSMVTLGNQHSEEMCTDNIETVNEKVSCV
# hiPSC survival: enhancers of single-cell hiPSC survival, primary screen, ATPlite luminescence. survival enhancement, % at 20 µM. 0.044% of 360,000 active. 100% = ROCK inhibitor wells, 0% = DMSO; in the data active means survival enhancement above about 18%;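 further: cells exposed to compounds for 16 hours before the ATP read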
# ABCB6 inh MLPCN: ABCB6 transporter inhibitors, primary screen, K562-ABCB6 cells, flow cytometry, MLPCN library | ATP-binding cassette sub-family B member 6 (Homo sapiens), Q9NP58 | K562-ABCB6 porphyrin accumulation, 1 h; active compounds read low | fluorescence ratio to DMSO, % at 10 µM | 0.19% of 360,000 active | AID 602162, 2011;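 active means fluorescence ratio to DMSO below 75%, the collection mean minus 3 SD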;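 further: signal is porphyrin accumulated inside mitochondria; 100% equals median channel fluorescence of DMSO control wells; lower ratio means ABCB6 inhibition with less porphyrin fluorescence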
# MC4R ag barr: MC4R agonists recruiting beta-arrestin, primary screen, cell-based, luminescence, agonist arm of biased-ligand search. Melanocortin receptor 4 (Homo sapiens), P32245. U2OS MC4R beta-arrestin complementation; percent of melanotan II response, DMSO zero. activation, % at 8.9 µM. 0.98% of 360,000 active. AID 540308, 2011;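 active means activation above a per-plate cutoff, the mean activation of sample wells on that plate plus 3 SD, cut at about 8% in these data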
# Target sequence (P32245 whole entry, looked up): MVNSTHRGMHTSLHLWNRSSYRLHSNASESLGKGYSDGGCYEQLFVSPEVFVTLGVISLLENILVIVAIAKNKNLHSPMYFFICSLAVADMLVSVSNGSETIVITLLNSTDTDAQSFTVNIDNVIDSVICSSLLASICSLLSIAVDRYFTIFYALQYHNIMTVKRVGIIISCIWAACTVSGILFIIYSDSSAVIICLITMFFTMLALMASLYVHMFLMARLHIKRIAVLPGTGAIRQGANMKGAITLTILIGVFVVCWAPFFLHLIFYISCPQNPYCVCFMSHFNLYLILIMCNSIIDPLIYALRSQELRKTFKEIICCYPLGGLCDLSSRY
# ABHD5-PLIN5 inh: ABHD5-PLIN5 interaction inhibitors, primary screen, cell lysate, split luciferase complementation, luminescence | Perilipin-5 (Homo sapiens) + 1-acylglycerol-3-phosphate O-acyltransferase ABHD5 (Homo … | Split G. princeps luciferase complementation, 4 h | inhibition, % at 4 µM | 0.78% of 360,000 active | AID 602281, 2012;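 active means inhibition above the mean inhibition across every tested compound plus 3 SD, cut at about 22% in these data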;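 further: 0% = DMSO only wells and the 100% control is not disclosed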
# N-glyco inh: increase of ERlucT glycosylation luciferase signal, primary screen, N-linked glycosylation inhibitor project, D54 ERlucT cells, luminescence, set 2; D54 ERlucT glycosylation luciferase reporter, 24 h; percent of 100 nM tunicamycin response; reporter increase, % at 12.5 µM; 0.23% of 360,000 active;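 active means mean luciferase reporter signal, scaled so untreated is 0 and the glycosylation-blocking control 100, at or above a set limit in every replicate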;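 further: luciferase carries N-glycosylation sites so blocking glycosylation raises the light; 0% = median of neutral control wells and 100% = median of 100 nM tunicamycin wells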
# H9c2 protect: cardioprotection against H2O2-induced cell death, primary screen, uHTS, H9c2 cells, ATPLite luminescence. 0.63% of 360,000 active. protection from H2O2 cell death, % at 20 µM. H9c2 cardiomyocytes, H2O2 injury protection, 2 h;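 active means compounds giving at least 50% protection of heart cells from peroxide-induced death in the single-dose screen, raw or plate-pattern-corrected value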;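 further: 0% = DMSO wells with peroxide and 100% = DMSO wells without peroxide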
# aDG glyco up: activators of alpha-DG glycosylation, primary screen, uHTS, Pro5-aDG cells, AlphaScreen | alpha-DG glycosylation AlphaScreen (IIH6); 0% Pro5, 100% B10-LARGE cell signal | activation, % at 10 µM | 0.22% of 360,000 active;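 active means activation of at least 8% versus controls, or a plate z-score of at least 8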;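 further: Pro5 are CHO cells carrying HIG-tagged alpha-DG that lacks glycosylation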
# Granule exo inh: LAMP-1 surface exposure blockers, TALL-104 cells – cell-based, flow cytometry, MLPCN library, primary screen; TALL-104 LAMP-1 surface exposure; cells stimulated with thapsigargin and PMA; inhibition, % at 10 µM; 0.66% of 360,000 active;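 active means inhibition above about 55%, limit read from the data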
# MC4R antagonist: MC4R antagonists of cAMP signaling, primary screen, cell-based, TR-FRET, antagonist arm of biased-ligand search; inhibition, % at 6.5 µM; MC4R-expressing cells, MTII-stimulated cAMP, LANCE TR-FRET; 0.48% of 360,000 active; Melanocortin receptor 4 (Homo sapiens), P32245;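 active means inhibition above its plate's cutoff, the mean of tested wells on that plate plus 3 SD, cut at about 29% in these data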;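 further: 0% = Melanotan II alone and 100% = Melanotan II plus saturating MCL0020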
#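 Assay system: U2OS-MC4R stable cell line; Also added: Melanotan II; Technique: Eu-cAMP/anti-cAMP TR-FRET, emission 671 nm; Times: 30-min compound, 1-h challenge, 1-h detection, room temperature.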
# Active calls of the source: *; · = no result given.
SMILES,m5-HT2A agonist,hiPSC survival,ABCB6 inh MLPCN,MC4R ag barr,ABHD5-PLIN5 inh,N-glyco inh,H9c2 protect,aDG glyco up,Granule exo inh,MC4R antagonist
COc1ccc(NC(=O)CN2C(=O)COc3ccc(S(=O)(=O)N4CCOCC4)cc32)cc1,6,0.9,103,-2.3,-6,3,0,-0.2,-1,2
COCCNc1nc2c(c(=O)n(C)c(=O)n2C)n1Cc1cccc(C(F)(F)F)c1,3,1.7,101,-1.3,1,-3,-31,2.3,0,8
COc1cccc(-n2cc(CN(C)Cc3nc(Cc4cccc(F)c4)no3)cn2)c1,0,-0.6,98,-0.2,2,0,-6,3.6,-5,14
Cc1ccccc1C(=O)NNC(=O)c1ccc(Br)cc1,6,0.1,99,6.5,10,4,4,-0.1,-4,6
Cc1cccc(C)c1Nc1nnc(SC/C(O)=C(\C#N)c2nc3ccccc3[nH]2)s1,2,1.4,101,-0.9,5,6,16,0.3,-5,2
N#C/C(=C\c1ccc(OC(=O)c2ccc(Cl)s2)cc1)c1nc2ccccc2[nH]1,-4,-0.3,85,-2.4,1,5,0,-0.4,0,-14
CO[C@@H]1CN(C)C(=O)c2ccc(NC(=O)C3CCCC3)cc2OC[C@@H](C)N(Cc2ccc(F)cc2)C[C@H]1C,10,·,·,·,-1,·,·,0.1,2,·
COc1ccc(-n2cnnc2SCC(=O)Nc2cc(S(=O)(=O)N3CCCCC3)ccc2C)cc1,1,-1.4,97,-4.3,-2,-3,-6,-0.4,-2,3
N#C/C(=C\c1ccc(OCc2ccccc2)cc1)C(=O)Nc1nc2c(s1)CCN(Cc1ccccc1)C2,-4,-0.7,93,-1.7,-5,-1,-3,-0.3,-1,5
CC(C)c1ccc(S(=O)(=O)c2ccc(NN)cc2)cc1,-5,0.8,95,-0.9,-1,-3,-8,-0.4,-1,7
CC(C)C(=O)Nc1cccc(S(=O)(=O)c2cccc(NC(=O)C(C)C)c2)c1,-11,4.0,86,1.9,9,-1,-25,-0.1,0,-1
Cc1cc2ccccc2n1CCNC(=O)C1CCCCC1,6,5.9,100,2.2,-12,-2,-5,-0.2,22,1
CC(C)C[C@H]1CN=C(Nc2ccccc2)N1CC1CCCCC1,-5,-1.2,103,-1.2,-3,-4,-5,0.1,-3,12
CC(C)C(=O)Nc1c(C(=O)c2ccc(F)cc2)oc2ccccc12,-6,-2.4,101,1.2,-8,0,-1,0.1,0,-3
CC(C)CN1CCC(=O)N([C@H](COc2ccccc2)c2ccccc2)CC1,-3,-3.0,96,0.8,10,-4,2,0.5,2,8
O=C(O)C1CC1(c1ccccc1)c1ccccc1 (stereo unspecified),4,0.6,105,1.7,-6,1,-1,-0.2,2,6
Cc1ccc(C(=O)NC2CC(C)(C)NC(C)(C)C2)cc1,4,0.1,97,-1.2,-2,1,7,0.1,-4,-7
COc1ccc(C(=O)NCc2nnc(SCC(=O)N3CCC(C)CC3)o2)cc1,0,-1.8,98,1.4,-4,2,-9,0.2,0,14
CCC(c1nnnn1C(C)(C)CC)N(CCCO)Cc1cc2cc(C)cc(C)c2[nH]c1=O (stereo unspecified),1,5.8,92,-1.4,5,3,35,-0.2,-1,1
COc1ccc2ccccc2c1CNCCN1CCOCC1,-2,-0.6,93,-1.4,-2,3,0,0.0,-12,4
COc1ccc(C(C(=O)NC2CCCC2)N(CCN2CCOCC2)C(=O)c2ccc(OC)c(OC)c2)cc1 (stereo unspecified),3,0.9,100,-1.8,3,-1,2,-0.3,1,-2
COc1ccc(CCN(C(=O)c2snc(C(N)=O)c2N)C(C(=O)NCC2CCCO2)c2ccc(F)cc2)cc1OC (stereo unspecified),-7,-0.4,101,0.3,-6,0,17,-0.1,8,28
COC(=O)C1CCN(C(=O)c2c(-c3ccccc3Cl)noc2C)CC1,4,7.9,100,2.6,-6,3,2,-0.2,-2,1
O=C(O)c1cc2c(cc1Cl)N1CCCCCC1=NS2(=O)=O,-2,-0.4,91,-2.8,-2,2,2,-0.1,-2,9
C=CCNC(=O)/C(C#N)=C/c1ccccc1[N+](=O)[O-],4,5.2,100,0.6,7,-1,4,-0.2,-2,19
# Next part
SMILES,m5-HT2A agonist,hiPSC survival,ABCB6 inh MLPCN,MC4R ag barr,ABHD5-PLIN5 inh,N-glyco inh,H9c2 protect,aDG glyco up,Granule exo inh,MC4R antagonist
Cc1ccsc1C1C(C#N)=C(N)N(N(C)C)C2=C1C(=O)CCC2 (stereo unspecified),-3,1.6,100,-0.3,-3,2,1,0.5,2,9
COc1ccc(N2C(=O)C(Cl)=C(N3CCCC(C)C3)C2=O)cc1 (stereo unspecified),0,-1.7,85,1.6,-7,0,-2,0.3,-1,12
Cc1ccc(NC(=O)CCCNC(=O)c2ccc(Cl)cc2)c(Br)c1,2,-0.3,96,0.9,9,3,-2,0.1,0,7
Cc1ccc(S(=O)(=O)NC2CCCCCCC2)cc1,1,-0.2,96,1.5,0,-3,-12,0.2,-3,22
CC(C)c1ccc(NC(=O)COC(=O)CSc2nnc(N)s2)cc1,-1,-1.0,88,-1.4,-3,0,21,-0.2,3,5
CC(C)(O)C#Cc1ccc(CN2CCC(CO)(CCc3ccccc3)CC2)cc1,-6,-0.4,94,-0.9,-5,-3,1,-0.1,-3,6
CC(Sc1nnc(-c2ccccc2F)n1N)C(=O)NCC1CCCO1 (stereo unspecified),-1,0.4,102,-2.8,-2,-2,0,0.0,0,4
C=CCN1C(=O)C(Cc2ccc(OCC)cc2)S/C1=N\N=C\c1cccs1 (stereo unspecified),5,-1.3,100,-1.8,-7,-1,-14,-0.3,0,3
CC1(C)CC(=O)C(CS(=O)(=O)c2ccccc2)=C(Cl)C1,2,-0.4,101,-5.4,2,3,2,0.4,36,8
O=C(NCC(c1ccco1)N1CCCC1)c1cccc(S(=O)(=O)Nc2ccc(Br)cc2)c1 (stereo unspecified),-9,-0.4,99,-2.8,2,1,8,-0.2,-2,9
O=C(NC(Cc1ccccc1)C(=O)O)c1ccc(S(=O)(=O)N2CCCCC2)cc1 (stereo unspecified),3,9.1,98,-0.3,3,1,6,-0.1,5,8
O=C(NCc1ccco1)c1ccc(CS(=O)c2ccccc2Cl)o1 (stereo unspecified),4,1.1,98,2.8,18,-2,-2,1.0,5,4
COc1ccccc1NC(=O)CSc1nnc(-c2ccccn2)n1Cc1ccco1,-3,-2.5,96,-2.5,15,-1,10,0.2,-3,-2
O=C(NNC(=O)c1ccccc1Cl)c1ccc2c(=O)n3c(nc2c1)CCC3,-3,-1.0,102,-0.6,4,4,0,-0.2,6,4
O=C(Nc1ccc2c(c1)OCCO2)C1CCN(S(=O)(=O)c2ccc(Br)s2)CC1,0,-0.5,185,-0.6,6,-5,-5,0.7,-6,5
Cc1ccc(S(=O)(=O)N2CCC(=O)N(C(COCc3cccc(Cl)c3)C(C)C)CC2)cc1 (stereo unspecified),-4,0.7,97,-0.2,1,0,7,1.4,5,4
Cc1onc(-c2ccccc2Cl)c1C(=O)Nc1cccc2nsnc12,1,-3.8,103,1.9,-2,-7,-7,-0.1,1,9
CC(Sc1nnc(-c2ccco2)n1-c1ccccc1)C(=O)NCC1CCCO1 (stereo unspecified),0,0.1,96,-0.5,3,0,4,0.2,-1,-6
COc1ccc(NC(=O)CCc2nnc3ccc(N4CCN(c5cccc(OC)c5)CC4)nn23)cc1,-4,0.1,96,-2.5,14,-1,16,0.0,14,17
O=C(O)c1cccnc1SCc1ccc([N+](=O)[O-])cc1,3,0.7,93,-0.1,-2,1,1,-0.1,10,-2
CC(C)(C)NC(=O)C1(C)CCC(=O)N1C1CC1 (stereo unspecified),0,0.4,100,·,0,-1,3,0.1,-3,·
O=C(NCc1ccccc1)C(C1CC1)n1c(Cc2cc(F)cc(F)c2)nc2ccccc21 (stereo unspecified),-2,·,·,·,-3,·,·,0.7,-3,·
Nc1c(Cl)cc(-c2[nH]c3cc(C(=O)NCCO)ccc3c(=O)c2O)cc1Cl,-3,-1.3,97,-0.8,-7,-2,30,-0.4,10,-26
Nc1nonc1-n1nnc(C(=O)N/N=C/c2ccco2)c1-c1ccccc1,-9,-0.7,97,-1.1,2,3,12,-0.1,-9,6
O=C(Nc1ccc(Cl)cc1)N1N=CCC1c1ccccc1 (stereo unspecified),11,2.6,90,-2.3,-2,0,3,0.0,-3,0

# The final 3 records of the part before open the next one.
SMILES,m5-HT2A agonist,hiPSC survival,ABCB6 inh MLPCN,MC4R ag barr,ABHD5-PLIN5 inh,N-glyco inh,H9c2 protect,aDG glyco up,Granule exo inh,MC4R antagonist
Nc1c(Cl)cc(-c2[nH]c3cc(C(=O)NCCO)ccc3c(=O)c2O)cc1Cl,-3,-1.3,97,-0.8,-7,-2,30,-0.4,10,-26
Nc1nonc1-n1nnc(C(=O)N/N=C/c2ccco2)c1-c1ccccc1,-9,-0.7,97,-1.1,2,3,12,-0.1,-9,6
O=C(Nc1ccc(Cl)cc1)N1N=CCC1c1ccccc1 (stereo unspecified),11,2.6,90,-2.3,-2,0,3,0.0,-3,0
O=S(=O)(NCC1CCCN(Cc2ccccc2)C1)c1cccc2cccnc12 (stereo unspecified),-8,-0.5,96,-2.7,-3,0,7,0.3,0,1
Cc1csc(NC(=O)CSc2[nH]c(=O)ncc2C)n1,-6,0.0,97,-3.5,5,2,-1,-0.1,-2,6
O=C(COc1ccccc1)NC(=S)Nc1cccc([N+](=O)[O-])c1,-4,-2.5,105,0.1,-5,-2,4,0.1,-6,8
COc1cc(C(=O)Nc2cc(C)cc(C)c2)c(-n2cnnn2)cc1OC,-4,0.5,97,0.1,-4,0,7,-0.2,-1,8
CCOc1ccc(-c2noc(CCC(=O)NC3CCCC3)n2)cc1OC,-4,-0.4,159,-0.9,-6,2,-3,-0.1,-6,2
Cc1ccc(N(C)S(=O)(=O)c2cc(-c3cnc(C4CC4)o3)ccc2C)cc1,-6,0.8,93,0.6,-4,-4,-8,0.3,97*,3
CN(C)CCCN(C(=O)COc1ccccc1)c1nc2c(F)cccc2s1,-8,-0.8,98,0.5,7,1,1,0.0,9,-1
COc1ccc(NC(=S)NN2CCN(C)CC2)cc1,2,-2.1,104,2.1,0,1,-1,-0.1,4,9
C=CCSc1nnc(Cn2c(=O)sc3ccccc32)n1C,0,2.3,96,-3.0,1,0,-2,-0.1,2,3
COc1cccc(/C=C(\C(=O)O)c2ccccc2)c1,-2,-1.6,98,-2.6,0,1,6,-1.0,14,11
